From PubChem
WRN helicase inh = qHTS for Inhibitors of WRN Helicase; Bifunctional 3'-5' exonuclease/ATP-dependent helicase WRN (Homo sapiens), Q14191; WRN helicase unwinding, fluorescent forked duplex, kinetic; Potency, µM (series often up to 114 µM), for the others: at the highest dose activity change, negative = inhibition, most hits filed as inhibitors; actives 0.46% (n = 360,000); also: potency is read from the fitted curve at half-maximal effect; % is scaled to controls: 0 for no effect and ±100 for the full control effect; nearly all actives have a fitted effect of over 55% in size
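Kinetic fluorescence helicase assay: unwinding of a quenched forked DNA duplex (100 nM final) with 2 mM ATP final raises red fluorescence (525/598 nm). Compounds sat 15 min at room temperature with 20 nM WRN beforehand.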
EPAC2 antag = qHTS for Antagonist of cAMP-regulated guanine nucleotide exchange factor 2 (EPAC2): primary screen; Rap guanine nucleotide exchange factor 4 (Homo sapiens), Q8WZA2; EPAC2 GEF exchange of Rap1B-BODIPY-GDP, fluorescence; Potency, µM (highest dose often 114 µM), for inactives: at the highest dose activity, negative = inhibition, usual class: inhibitors; actives 0.18% (n = 360,000); also: potency is read from the fitted curve at half-maximal effect; % is scaled to controls: 0 for no effect and ±100 for the full control effect; nearly all actives have a fitted effect of over 45% in size; many of its hits are not listed in these tables
PLK1 PBD inh = qHTS for Inhibitors of PLK1-PDB (polo-like kinase 1 - polo-box domain): Primary Screen. Serine/threonine-protein kinase PLK1 (Homo sapiens), P53350. Plk1 PBD binding of FITC phosphopeptide, fluorescence polarization. Potency, µM, for the others: max response, negative = inhibition, actives largely listed as inhibitors. actives 2.8% (n = 360,000); also: potency is read from the fitted curve at half-maximal effect; series mostly up to about 57 µM; % is scaled to controls: 0 for no effect and ±100 for the full control effect; nearly all actives have a fitted effect of over 65% in size
Target sequence (P53350 whole entry, looked up, the tested form may be a part): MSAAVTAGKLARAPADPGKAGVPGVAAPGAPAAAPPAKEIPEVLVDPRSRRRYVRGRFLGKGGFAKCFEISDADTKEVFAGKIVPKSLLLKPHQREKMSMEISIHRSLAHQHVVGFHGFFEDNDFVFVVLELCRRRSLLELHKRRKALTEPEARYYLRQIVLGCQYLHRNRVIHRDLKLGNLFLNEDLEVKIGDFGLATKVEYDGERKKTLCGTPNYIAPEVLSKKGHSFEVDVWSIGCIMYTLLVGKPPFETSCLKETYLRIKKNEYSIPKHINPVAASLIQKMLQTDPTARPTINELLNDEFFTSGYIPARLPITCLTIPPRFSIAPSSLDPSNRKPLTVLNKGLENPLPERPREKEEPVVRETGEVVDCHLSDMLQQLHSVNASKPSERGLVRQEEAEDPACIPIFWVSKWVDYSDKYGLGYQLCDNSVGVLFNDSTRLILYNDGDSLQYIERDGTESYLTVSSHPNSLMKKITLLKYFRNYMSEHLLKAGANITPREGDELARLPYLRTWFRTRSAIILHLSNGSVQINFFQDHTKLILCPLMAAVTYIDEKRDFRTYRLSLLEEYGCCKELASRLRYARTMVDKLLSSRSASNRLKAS
EPAC1 agonist = qHTS for Agonist of cAMP-regulated guanine nucleotide exchange factor 3 (EPAC1): primary screen; EPAC1 agonist qHTS, biochemical assay; response scale: 100% = response to 6.5 mM cAMP; Rap guanine nucleotide exchange factor 3 (Homo sapiens), O95398; Potency, µM (top dose mostly 154 µM), inactives show at the top dose activation, hits mostly activators; actives 0.073% (n = 360,000); also: potency is read from the fitted curve at half-maximal effect; nearly all actives have a fitted effect of over 60% in size
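Normalized to 6.5 mM cAMP, activity reflects EPAC1-catalysed release of BODIPY-GDP from Rap1B, followed kinetically over 30 min at 480 nm excitation, 540 nm emission. Reaction contained 100 nM EPAC1, 250 nM Rap1B-BODIPY-GDP, 50 uM GDP.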
MmCpn inh = Inhibitors of TCP-1 ring complex (TRiC) of Methanococcus maripaludis (MmCpn): qHTS; Chaperonin Mm-Cpn (Methanococcus maripaludis); purified Mm-Cpn ATPase, ADP Transcreener TR-FRET; Potency, µM (highest dose often 76.9 µM), for the others: at the top dose activity, negative = inhibition, usual class: inhibitors; actives 0.031% (n = 330,000); also: potency is read from the fitted curve at half-maximal effect; % is scaled to controls: 0 for no effect and ±100 for the full control effect; nearly all actives have a fitted effect of over 80% in size
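ATPase turnover read by TR-FRET ADP competition (Eu cryptate antibody/ADP-d2, 665/590 nm): 10uM ATP final, 25nM Mm-CPN final, 30 min 37degC after 10-min compound preincubation, pH 7.4 Tris/KCl/MgCl2/DTT buffer.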
CCT modulator = High-Throughput Screening for Modulators of Cytosolic Chaperonin Activity | purified chaperonin ATPase assay, HTRF ADP detection, 30 min | activity change, % (no concentration beside the values), hits read low | actives 0.3% (n = 360,000); in the data active = activity change below about -30%; also: % is scaled to controls: 0 for no effect and ±100 for the full control effect
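Enzyme 40 or 20 nM (batch-dependent) in Tris pH 7.4/KCl/MgCl2/DTT; cpd 76 uM single point; ATP 10 uM; 30 min 37 °C; Transcreener ADP HTRF detection, 30 min RT; ratio 665/615.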
PI5P4Ka inh = qHTS for Inhibitors of phosphatidylinositol 5-phosphate 4-kinase (PI5P4K); actives 1.2% (n = 330,000); max response, %; Phosphatidylinositol 5-phosphate 4-kinase type-2 alpha (Homo sapiens), P48426; PI5P4Kalpha enzyme, ADP-Glo luminescence, 60 min; active compounds read low; active = max response of -50% or lower; inconclusive = between -30% and -50%; inactive = -30% or higher; also: value at the top dose of about 77 µM; % is scaled to controls: 0 for no effect and ±100 for the full control effect
Target sequence (P48426 whole entry, looked up): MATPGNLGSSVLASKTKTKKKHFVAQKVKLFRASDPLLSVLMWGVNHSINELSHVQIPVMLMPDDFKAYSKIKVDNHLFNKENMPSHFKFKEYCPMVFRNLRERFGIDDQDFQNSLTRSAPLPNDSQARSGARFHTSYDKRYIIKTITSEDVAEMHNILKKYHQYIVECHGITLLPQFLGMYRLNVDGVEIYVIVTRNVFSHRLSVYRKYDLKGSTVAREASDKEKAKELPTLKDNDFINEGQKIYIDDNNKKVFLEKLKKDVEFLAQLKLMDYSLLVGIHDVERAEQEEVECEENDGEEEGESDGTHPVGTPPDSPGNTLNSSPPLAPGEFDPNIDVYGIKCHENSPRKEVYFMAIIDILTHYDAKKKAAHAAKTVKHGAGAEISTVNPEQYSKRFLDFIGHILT
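ADP-Glo luminescence end-point read after a 60 min room-temperature kinase reaction of PI5P4Kalpha plus substrate, initiated with ATP at 5 microM final. Buffer: 0.038 M HEPES pH 7.4, EGTA, 0.1% CHAPS, 5% DMSO.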
EPAC1 antag = qHTS for Antagonist of cAMP-regulated guanine nucleotide exchange factor 3 (EPAC1): primary screen. Rap guanine nucleotide exchange factor 3 (Homo sapiens), O95398. EPAC1 GEF assay, Rap1b-BODIPY-GDP exchange fluorescence. Potency, µM (top dose mostly 115 µM), for inactives: at the top dose activity change, negative = inhibition, actives largely listed as inhibitors. actives 0.14% (n = 360,000);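 also: potency is read from the fitted curve at half-maximal effect; plate controls were vehicle for no effect and positive control for full effect; nearly all actives have a fitted effect of over 50% in size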
An asterisk follows results filed as active; ? = inconclusive; / = not tested or not shown; [ ] = remark or other dose. Unless noted, calls follow the shape of the dose curve; as a rule, active = well fitted curve in the direction sought with a large enough effect; inconclusive = small, poorly fitted or top-dose-only effect, or another doubt; inactive = no such curve, though single readings can be large; an effect the other way counts as inactive or inconclusive. Some of the compounds tested, so the mix of outcomes need not match the whole.

item	molecule	WRN helicase inh	EPAC2 antag	PLK1 PBD inh	EPAC1 agonist	MmCpn inh	CCT modulator	PI5P4Ka inh	EPAC1 antag
1	COc1ccc(C(C)(C)C)cc1NC(=O)C1=CC=CN2CCS(=O)(=O)N=C12	2%	5%	2%	-2%	-6%	0.9	-4	10%
2	CC1CCCN(CCOCCOc2ccc(Cl)cc2Br)C1 (centres undefined)	-8%	6%	3%	-1%	-3%	2.2	/	7%
3	O=C(COC(=O)CCc1ccccc1)Nc1cc([N+](=O)[O-])ccc1F	-2%	-13%	5%	7%	0%	-0.4	8	16%
4	CC(=NCc1ccccc1)C1=C(O)COC1=O	-7%	-5%	0%	3%	0%	0.4	6	-12%
5	CC1=NN(c2ccc([N+](=O)[O-])cc2)C(=O)/C1=C\N(C)C	-16%	22%	-15%	4%	0%	0.7	?	-10%
6	CCN1CCN(C(C(=O)NC2CCCC2)c2cc3c(cc2[N+](=O)[O-])OCO3)CC1 (centres undefined)	2%	-1%	-6%	9%	-3%	-0.6	7	15%
7	C/C(=N\NC(=O)c1c[nH]c2ccccc12)c1ccc(C)s1	-1%	-10%	5%	4%	1%	-0.5	6	-2%
8	COc1ccccc1NS(=O)(=O)c1ccc(C)c(C(=O)Nc2ccc(S(=O)(=O)Nc3onc(C)c3C)cc2)c1	-7%	-14%	-17%	3%	/	0.1	-4	-10%
9	CCOc1c([N+](=O)[O-])cc2c(C)c(C(=O)N3CCN(C)CC3)oc2c1OCC	10%	3%	-5%	-5%	0%	-0.4	0	-12%
10	CC1CCC(NC(=O)C2CCN(S(=O)(=O)c3ccc4nc5c(c(C(=O)O)c4c3)CC(C)CC5)CC2)CC1 (centres undefined)	-1%	6%	-12%	-14%	1%	-0.6	-3	-2%
11	Cc1ccc(Cl)cc1N1CCN(Cc2cc3c(cc2O)CCC3)CC1	-7%	1%	-1%	3%	0%	-0.8	0	2%
12	Cc1c(C(=O)Nc2nnc(C3CC3)s2)oc2c(Cl)cccc12	-18%	5%	-10%	3%	-1%	2.0	1	10%

Part of the list above, reduced to EPAC1 agonist.
entry	Structure	EPAC1 agonist
4	CC(=NCc1ccccc1)C1=C(O)COC1=O	3%
11	Cc1ccc(Cl)cc1N1CCN(Cc2cc3c(cc2O)CCC3)CC1	3%
9	CCOc1c([N+](=O)[O-])cc2c(C)c(C(=O)N3CCN(C)CC3)oc2c1OCC	-5%

(cont.)
item	molecule	WRN helicase inh	EPAC2 antag	PLK1 PBD inh	EPAC1 agonist	MmCpn inh	CCT modulator	PI5P4Ka inh	EPAC1 antag
13	Cc1ccc(NC(=O)Nc2ccon2)cc1Cl	8%	2%	1%	-7%	1%	-2.1	11	-6%
14	Cc1onc(-c2ccccc2)c1C(=O)OCCOc1cccc(Cl)c1	-8%	-16%	-3%	-1%	-2%	-2.7	11	-14%
15	CCN(CC)c1nc(-c2cccc(OC)c2O)nc2ccccc12	-7%	-5%	9.5µM*	8%	0%	0.0	-26	0%
16	COc1ccc(Br)cc1CN(C)CC(O)COc1ccc(Br)cc1 (centres undefined)	-3%	-13%	1%	-3%	0%	-0.6	5	-4%
17	O=C1[C@H](Cc2ccccc2)NCCCC[C@H](c2ccco2)N1Cc1ccccc1	-4%	-15%	-17%	-7%	/	-5.5	-1	?
18	C#CCOCCOCCOCCNc1nc(N2CCN(C(=O)[C@H]([C@@H](C)O)n3cc(CCCCN)nn3)CC2)nc(N2CCN(C(=O)[C@H]([C@@H](C)CC)n3cc(CCCCN)nn3)CC2)n1	4%	10%	4%	2%	0%	1.7	4	-3%
19	COc1ccc(CN2CCNC(=O)C2CC(=O)NCCCn2nnc3ccccc32)cc1C (centres undefined)	-4%	-7%	3%	13%	0%	1.1	0	-22%
20	CCN(c1ccccc1)S(=O)(=O)c1ccc(Cl)c(C(=O)OCC(=O)NC(=O)C(C)C)c1	-2%	-9%	-2%	5%	0%	-1.3	6	-23%
21	COc1cccc(CC2(CO)CCCN(Cc3ccccc3-c3ccco3)C2)c1 (centres undefined)	-9%	-17%	-7%	4%	2%	-5.8	3	1%
22	Cc1ccc(N2C(=O)N(CC(=O)N3CCOCC3)C(=O)C2C)cc1 (centres undefined)	0%	-6%	-10%	0%	4%	-6.4	4	-19%
23	NC(=O)CSc1nc2sc(-c3ccccc3)cc2c(=O)n1N	5%	0%	-7%	-6%	-1%	-0.2	-9	9%
24	O=C(NCCCc1ccccc1)c1cccc(S(=O)(=O)N2CCOCC2)c1	9%	13%	-12%	13%	0%	0.4	1	1%
25	O=C1C2C3CCC(C3)C2C(=O)N1CNc1ccc(F)cc1 (centres undefined)	-5%	12%	-1%	-7%	-2%	-0.2	/	12%
26	CN1CCN(S(=O)(=O)c2cc([N+](=O)[O-])ccc2Cl)CC1	3%	5%	-12%	-4%	-3%	-18	-4	7%
27	CC(=O)c1ccc(N2CCN(C(=O)c3n[nH]c4ccccc34)CC2)cc1	6%	2%	-12%	2%	-1%	-1.9	2	-20%
28	O=C(O)CCCNS(=O)(=O)c1ccc(Br)s1	6%	4%	-6%	5%	-3%	-1.6	/	14%
29	CCOc1ccc2nc(NCCCNS(=O)(=O)c3ccc(C)cc3)c(C#N)cc2c1	-26%	3%	-8%	15%	-4%	2.5	/	-2%
30	FC(F)(F)c1nnc2c(Sc3ccccc3)nc3ccccc3n12	8%	6%	-4%	-2%	-5%	-2.9	/	17%
31	CCOC(=O)Cn1nnnc1C(C(C)C)N(Cc1cc2c(C)cc(C)cc2[nH]c1=O)C1CCCC1 (centres undefined)	-10%	-1%	-4%	16%	-5%	-4.1	-2	-1%
32	O=C(NCCc1ccccc1)C(=S)N1CCCCC1	2%[57.1 µM]	5%	6%	7%	-1%	1.5	0	-22%
33	Cc1ccccc1CSc1nc2ccccc2c(=O)n1C	9%	-20%	-6%	2%	-2%	-11	19	-5%
34	CC1C(=O)N2CCCc3cc(S(=O)(=O)N4CCC(C(N)=O)CC4)cc1c32 (centres undefined)	-1%	-5%	-19%	-4%	0%	-0.9	4	1%
35	O=C(COC(=O)C1(c2ccccc2F)CCCC1)NC1CCS(=O)(=O)C1 (centres undefined)	1%	-4%	-9%	5%	0%	0.9	-1	2%
36	Cc1ccc2nc(SCc3ccc([N+](=O)[O-])cc3)nc(C)c2c1	5%	-1%	-11%	5%	1%	-0.8	/	0%
37	O=C(NCCC(=O)N1CCCC(C(F)(F)F)C1)c1ccc(Br)cc1 (centres undefined)	-32%	-1%	-6%	-5%	1%	-1.8	10	9%
38	COC(=O)c1ccc(C23CC4(C2)[C@H](CN(Cc2ccc(C(F)(F)F)cc2)[C@@H]4c2ccccc2)C3c2ccc(Cl)nc2)cc1 (some centres undefined)	3%	-4%	-9%	2%	-1%	-0.4	0	0%
39	COc1ccccc1OCC(=O)Nc1cc(S(=O)(=O)N2CCCCC2)ccc1N1CCCCC1	5%	7%	-5%	-6%	-4%	2.9	-9	-12%
40	COc1ccc(C(=O)C2CCN(C(=S)NCCc3ccccc3)CC2)cc1	-1%	2%	5%	-9%	0%	2.1	6	-5%
41	COc1cc(C#N)ccc1OCC(=O)Nc1cccc(S(=O)(=O)N(C)c2ccccc2)c1	0%	3%	4%	0%	/	0.7	2	2%
42	O=C(NC1CCCC1)C(c1ccc(F)cc1)N(Cc1ccc(F)cc1)C(=O)CCl (centres undefined)	?	6%	-5%	11%	-1%	-4.7	-6	14%
43	CCN1C(=O)N(CC)C2NC(=S)NC21 (centres undefined)	-4%	5%	-3%	-1%	-2%	-1.2	3	2%
44	CC1(C)CC2CC(C)(CN2S(=O)(=O)c2ccc(C(=O)Nc3cccc(S(=O)(=O)N4CCOCC4)c3)cc2)C1 (centres undefined)	-6%	-8%	-10%	-15%	-4%	-3.1	12	-18%
45	Cc1ccc(OC(=S)Nc2ccc(O)cc2)cc1	0%	14%	?	-4%	-1%	0.9	1	1%
46	CCOC(=O)C1CCN(S(=O)(=O)c2ccc(-c3cc(C(F)(F)F)n(C)n3)s2)CC1	-2%	-28%	-19%	-4%	1%	-2.5	0	-25%
47	CCCCOC(=O)CSC1=C(C#N)C(c2ccccc2OCC)C(C#N)C(=O)N1 (centres undefined)	-20%[57.1 µM]	-18%	-14%	5%	3%	0.3	/	1%
48	COCCNC(=O)NC(=O)CSc1nc(C)c(C)c(C)n1	-7%	3%	-19%	5%	-1%	0.6	1	-3%
49	Cc1[nH]c2ccccc2c1/C=N/NC(=O)c1cccc(F)c1	0%	2%	-16%	4%	0%	-0.7	1	-1%
50	O=C(CC1COc2ccccc2O1)NC1CCCCC1 (centres undefined)	1%	1%	-5%	3%	1%	-2.6	-4	4%
51	COc1ccc(NC(=O)COC(=O)Cc2ccc(Br)cc2)cc1	-4%	11%	-2%	-2%	-2%	2.4	-1	28%
52	O=C(NC1CCCC1)C(c1ccncc1)N(C(=O)c1ccco1)c1ccccc1 (centres undefined)	7%	-1%	-5%	7%	0%	-3.5	-3	-9%
53	Cc1ccc(S(=O)(=O)N(C)c2ccc(OC(C)C(=O)N(C)c3ccccc3)cc2)cc1 (centres undefined)	-1%	-3%	1%	6%	2%	0.4	11	2%
54	O=c1oc2ccc(Cl)cc2cc1-c1nnc(Nc2cccc(C(F)(F)F)c2)s1	6%	16%	-7%	-11%	-19%	-2.7	-9	2%
55	CN1OC[C@@H]2CN(C(=O)CCc3ccccc3)[C@H](c3ccc(-n4ccnc4)cc3)C[C@@H]21	-2%	6%	-11%	7%	/	0.1	5	-2%
